# Hck Nef HTS – blocks Nef-activated human Hck kinase. AID 463187. 220,000 tested, 0.68% active. Recombinant Hck-YEEI plus Nef, Z-Lyte FRET kinase assay. P08631. inhibition, % at 20 µM;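 active = Hck-Nef kinase inhibition above about 50%, limit read from the data; inactive = inhibition below that limit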;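 note: 0% = DMSO with Hck plus Nef and 100% = Hck alone without Nef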
# Target sequence (P08631 whole entry, looked up): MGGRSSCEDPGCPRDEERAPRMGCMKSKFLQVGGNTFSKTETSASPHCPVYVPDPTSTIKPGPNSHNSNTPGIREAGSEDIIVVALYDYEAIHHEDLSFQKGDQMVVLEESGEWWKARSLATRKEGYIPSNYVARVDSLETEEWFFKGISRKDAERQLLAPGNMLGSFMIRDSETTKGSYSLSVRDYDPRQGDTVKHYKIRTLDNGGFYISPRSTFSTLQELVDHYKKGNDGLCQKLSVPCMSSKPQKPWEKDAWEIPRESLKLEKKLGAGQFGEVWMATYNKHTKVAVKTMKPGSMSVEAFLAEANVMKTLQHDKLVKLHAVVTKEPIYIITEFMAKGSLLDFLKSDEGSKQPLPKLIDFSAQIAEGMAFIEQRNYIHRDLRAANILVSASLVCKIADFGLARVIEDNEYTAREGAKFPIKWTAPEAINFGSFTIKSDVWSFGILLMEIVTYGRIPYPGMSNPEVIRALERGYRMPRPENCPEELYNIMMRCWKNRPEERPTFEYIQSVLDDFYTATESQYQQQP
# TNF necrop inh – TNF-alpha cell death inhibition in Jurkat FADD-/- cells; Jurkat FADD-/- TNF necroptosis rescue, ATP luminescence, 24 h; 0 = TNF only, 100 = no-TNF cells; activation (protection from cell death), % at 10 µM; 220,000 tested, 0.068% active; AID 463075;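 active = activation, meaning protection from cell death, of at least 50% relative to plate controls; inactive = activation below 50%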;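 note: necroptosis triggered by 40 ng/mL TNF-alpha added together with compound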
# PERK inhibitor – blocks human PERK kinase. 220,000 tested, 0.17% active. CHO PERK-DD fusion, SEAP luminescence translation reporter. inhibition, % at 5.6 µM. AID 1416. Q9NZJ5;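 active = inhibition above the mean inhibition of all tested compounds plus 3 SD, set separately per screening campaign, cut at about 2.9% in these data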;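 note: PERK kinase domain activated by AP20187 dimerizer at 100 nM; 0% = DMSO with dimerizer and 100% = rapamycin at 8.4 µM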
# Runt-CBFb FRET – inhibitors of human RUNX1 Runt domain binding to CBFb | inhibition, % at 20 µM | Q01196+Q13951 | Cerulean-Runt/Venus-CBFb FRET ratio 530/480, 1 h | AID 1496 | 220,000 tested, 0.46% active;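 active = inhibition over about 50% at 20 µM in the single-dose screen, limit read from the data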;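 note: 0% = DMSO wells and 100% = excess unlabeled CBFb competitor control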
#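 Schedule: protein complex preformed 1 h, compound exposure 1 h, room temperature, dark; test system: Cerulean-labeled Runt domain protein; amount: 100 nM per protein; buffer or medium: Tris 50 mM pH 7.5, KCl, K2SO4, 0.01% BSA; read-out: loss of energy transfer signal; detection: FRET fluorescence; controls: 5 µM unlabeled CBFb as full-inhibition high control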
# RBBP9 inhibitor – blocks human serine hydrolase RBBP9; recombinant RBBP9, FP-Rh probe fluorescence polarization; AID 1515; 220,000 tested, 0.2% active; inhibition, % at 7.94 µM; O75884;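 active = inhibition above the campaign mean of all tested compounds plus 3 SD, cut at about 14% in these data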;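 note: plate controls were DMSO wells with RBBP9 for no effect and wells lacking RBBP9 protein for full effect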
# Target sequence (O75884 whole entry, looked up): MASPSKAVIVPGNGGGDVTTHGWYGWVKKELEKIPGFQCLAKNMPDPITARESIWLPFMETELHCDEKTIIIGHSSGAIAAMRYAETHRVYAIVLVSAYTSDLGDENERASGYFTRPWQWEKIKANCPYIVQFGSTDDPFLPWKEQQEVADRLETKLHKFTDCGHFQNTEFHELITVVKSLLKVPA
#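 Assay system: recombinant human RBBP9; Reagent: Serine-hydrolase probe FP-Rh, 375 nM pre-mixing; Doses: 7.94 µM single dose, 0.794% DMSO; Incubation: 30 min then 45 min, 25 °C; Detection: fluorescence polarization (mP), excitation 525 nm, emission 598 nm; Evaluation: percent inhibition from mP, scaled between DMSO and no-protein wells.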
# L929 necroptosis – L929 zVAD cell death inhibition; L929 zVAD necroptosis rescue, ATP luminescence, 24 h; with zVAD 60 µM; viability rescue, % at 10 µM; 220,000 tested, 0.38% active; AID 1377;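 active = activation, scaled between plate controls, above about 75%, limit read from the data; inactive = activation under that limit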;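 note: 0% = zVAD with DMSO and 100% = DMSO alone without zVAD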
# PGE2 EP2 inh – blocks the human prostaglandin E2 receptor EP2 | P43116 | C6 glioma cells expressing human EP2, cAMP TR-FRET; cells stimulated with saturating PGE2 | inhibition, % at 25 µM | 260,000 tested, 0.52% active | AID 1422;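 active = percent inhibition above 40 after rounding to a whole number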;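 note: rat C6 glioma host cells with rolipram phosphodiesterase inhibitor present; the protocol text gives 20 µM as final concentration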
# Target sequence (P43116 whole entry, looked up): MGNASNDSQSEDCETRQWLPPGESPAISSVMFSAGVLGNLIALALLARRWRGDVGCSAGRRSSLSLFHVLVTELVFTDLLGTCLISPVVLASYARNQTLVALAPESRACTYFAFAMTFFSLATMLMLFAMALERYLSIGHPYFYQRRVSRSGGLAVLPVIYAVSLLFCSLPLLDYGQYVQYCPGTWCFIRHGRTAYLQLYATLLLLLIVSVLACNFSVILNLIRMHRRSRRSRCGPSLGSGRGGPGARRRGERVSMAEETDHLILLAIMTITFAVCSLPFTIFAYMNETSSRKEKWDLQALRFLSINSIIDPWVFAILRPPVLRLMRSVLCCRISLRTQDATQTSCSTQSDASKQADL
# EP2 mod – EP2 receptor (human) modulation; EP2-expressing cells, cAMP HTRF FRET, PGE2 co-stimulation; induction, % at 25 µM; 260,000 tested, 0.83% active; AID 940;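 active = compounds whose cAMP rise, as percent of the full-agonist control response, exceeds 60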;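 note: rat C6 glioma line stably carrying human EP2 under a CMV promoter; the protocol text gives 20 µM as final concentration; 100% = response of wells given 1 µM PGE2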
# Runt-SMMHC FRET – Runt domain-CBFb-SMMHC interaction inhibition. Q01196+Q13951. Cerulean-Runt/Venus-CBFb-SMMHC FRET ratio 530/480, 1 h. inhibition, % at 20 µM. 220,000 tested, 0.74% active. AID 1434;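 active = mean inhibition across duplicate retests at 20 µM reaching about 50%, limit read from the data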;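 note: 0% = DMSO wells and 100% = wells with excess untagged CBFb-SMMHC; inhibitors lower the FRET ratio by blocking Runt binding to CBFb-SMMHC; some results filed as inactive read as strong as hits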
# * = called active by the depositor; / = no result given. Only part of the results is shown; count on the stated rates, not on these rows.
SMILES,Hck Nef HTS,TNF necrop inh,PERK inhibitor,Runt-CBFb FRET,RBBP9 inhibitor,L929 necroptosis,PGE2 EP2 inh,EP2 mod,Runt-SMMHC FRET
O=c1c(CO)cc(CO)cc(CO)c1O,5,1.5,0.9,2,-9,1.0,4,-7,-4
CCCCCCC(=O)Nc1ccc(Cl)cn1,10,8.2,0.1,-2,-7,0.0,3,23,-1
COCCCN(C(=S)Nc1ccc(OC)cc1)C(C)c1ccncc1 (stereo unspecified),4,0.6,1.6,2,4,-0.6,5,-34,-2
Cc1ccc(NC(=O)c2csc(-c3ccccc3)c2C)cc1,2,-3.1,1.7,-5,3,0.2,4,-4,0
CCOc1ccc2[nH]c(C)c(CN3CCN(CC)CC3)c(=O)c2c1,0,-1.0,0.9,2,-9,3.2,-3,8,2
CC(C)CCNC(=O)CC1C(=O)N(Cc2ccccc2)C(C)c2nc3ccccc3n21 (stereo unspecified),-1,3.0,-1.5,-1,-16,0.7,11,13,-3
CCOC(=O)C1(CC2CC2)CCN(Cc2cn[nH]c2-c2cccc(F)c2)CC1,13,0.4,0.1,1,-6,-0.3,0,17,0
COc1ccc(CC(=O)NNC(=O)Cc2ccc(OC)cc2)cc1,-11,-0.1,0.6,1,-8,1.2,8,-1,-6
Cc1ccc(OCC(=O)N2CCN(S(=O)(=O)c3ccc(Cl)cc3)CC2)c([N+](=O)[O-])n1,0,-0.6,0.2,1,-2,0.7,6,11,2
O=C(NC1=NCCS1)C1CC(=O)N(c2ccc(F)cc2)C1 (stereo unspecified),-1,-0.8,0.2,-1,-9,0.2,7,7,-2
CCc1ccc(C(=O)NCC2COc3ccccc3O2)o1 (stereo unspecified),-1,1.6,0.8,-2,-7,1.2,11,-54,-2
CCOC(=O)c1ccc(NC(=O)CSc2ncccn2)cc1,1,-1.8,-0.3,-4,0,0.2,15,-13,-2
Cc1ccc(C2N(c3ccccc3)C(=O)N3CCCN23)cc1 (stereo unspecified),9,-0.1,0.3,1,5,0.0,4,-8,-2
Nc1ccc(-n2nc(C(F)(F)F)cc2C(F)(F)F)cc1,2,2.3,1.6,-1,-5,1.6,20,7,-5
Cc1occc1-c1nnc(SCC(=O)Nc2ccccn2)o1,11,-3.9,-0.3,-3,-5,-1.8,8,-38,0
CCCCc1ccc(S(=O)(=O)NC2CCS(=O)(=O)C2)cc1 (stereo unspecified),1,-4.1,1.1,-2,1,0.3,13,-13,-5
COc1cc(C(=O)Nc2sc3c(c2C(=O)NCc2ccco2)CCCC3)cc(OC)c1OC,4,-4.5,-0.8,-3,2,-1.2,8,43,-3
CC(=O)c1cccc(NC(=O)COc2nsnc2N2CCOCC2)c1,5,-1.2,-1.1,-1,9,1.6,10,4,-3
N#C/C(=C\c1ccco1)C(=O)Nc1ccc(S(N)(=O)=O)cc1,23,0.0,0.3,-5,-6,0.5,0,3,-8
C/C(=N\NC(=O)c1ccn(C)n1)c1cccc(NC(=O)c2ccncc2)c1,0,0.7,0.7,-4,-7,1.5,9,17,2
c1ccc(CCn2c(SCc3ccccc3)nnc2-c2ccncc2)cc1,9,-0.6,-1.0,-3,0,0.0,13,-6,4
CCOC(=O)CSc1nc(C)cc(C)n1,-1,0.0,0.4,3,-12,-1.0,15,-3,-1
O=C(/C=C/Nc1ccc(S(=O)(=O)Nc2ncccn2)cc1)c1ccc2ccccc2c1,-17,0.0,0.5,13,-7,0.3,14,-29,26
CC1CCc2c(nc3ncnn3c2N2CC(C)OC(C)C2)C1 (stereo unspecified),1,-1.7,0.1,-2,2,-0.4,12,16,-8
CCOC(=O)NC(Nc1ccc(C)cn1)(C(F)(F)F)C(F)(F)F,2,0.1,0.3,2,-1,1.2,8,22,5
O=C1C2CCCN2C(c2ccco2)N1c1ccc(F)cc1 (stereo unspecified),-19,-0.2,1.4,0,-6,-0.9,8,3,1
COc1ccccc1C(=O)NNC(=O)CCCN1C(=O)/C(=C/c2cccs2)SC1=S,3,10,0.2,-14,1,1.7,11,-13,-41
COc1ccc(Cc2nnc(SCC(=O)N3CCCCC3)o2)cc1,21,-0.7,1.1,0,1,3.5,5,-3,-8
CC1Cc2ccccc2N1C(=O)COC(=O)C1(c2ccccc2F)CCCC1 (stereo unspecified),-1,3.8,-0.6,1,-7,0.7,1,18,1
O=C(CSc1nnc(-c2ccncc2)n1-c1ccc(F)cc1)NNC(=O)c1cccc(O)c1,1,1.2,0.9,4,2,0.4,8,34,1
COc1cc([N+](=O)[O-])c(N2CCOCC2)c([N+](=O)[O-])c1OC,31,0.8,0.3,1,-7,-0.2,2,18,-5
O=C(COc1cccc(F)c1)N1c2ccccc2Sc2ccccc21,4,-0.8,0.3,-1,-9,1.0,9,47,1
Fc1ccc(Sc2ccccc2CNC2=NCCN2)cc1,3,1.1,-0.4,-2,7,-0.2,13,-56,7
COc1ccc(C(=O)N/N=C\c2coc3ccccc3c2=O)cc1,-162,-4.9,1.3,0,3,-0.1,8,-9,2
COc1ccc2nc(NC(=O)C3CCCN(S(=O)(=O)c4cccc5nonc45)C3)sc2c1 (stereo unspecified),1,1.2,-1.1,-1,-12,2.6,13,13,-1
CC(=O)c1nn(-c2cccc(Br)c2)cc1C(=O)c1ccco1,0,-0.6,1.7,-1,1,-0.1,3,-2,-2
Fc1cccc(-c2cc3nc4c(c(N5CCOCC5)n3n2)CCCC4)c1,-4,-0.1,-0.1,-5,-11,8.0,5,32,-1
Cc1ccccc1-n1c(SCC(=O)N2CCOCC2)nc(O)cc1=O,0,-1.3,0.2,0,-7,-0.2,1,16,-1
NC(=O)CSc1nnc(-c2ccc(S(=O)(=O)N3CCOCC3)cc2)n1CC1CCCO1 (stereo unspecified),2,-1.8,0.6,2,-4,-0.3,7,3,0
O=C(O)c1ccc(N/N=C/c2ccc(-c3cc(Cl)ccc3Cl)o2)cc1,45,-1.5,0.1,70*,-5,0.5,6,29,80*
O=C(O)c1cccc(NS(=O)(=O)c2ccc3nnn(O)c3c2)c1,-1,-1.1,1.4,4,1,-0.2,5,17,2
CC(NC(=O)c1cccnc1)c1ccc2c(c1)OCO2 (stereo unspecified),6,-1.3,0.8,-1,4,0.4,8,-1,-3
CC(c1nc2ccccc2c(=O)[nH]1)N(C)c1ccc2ccccc2c1 (stereo unspecified),-1,1.8,0.1,2,-2,1.1,5,-38,3
Cc1ccc(NC(=O)C(NC2CCCc3ccccc32)c2ccccc2)cc1Cl (stereo unspecified),3,0.8,-0.3,1,-1,0.7,6,35,-6
OCC[C@H]1C[C@@H](O)[C@H](O)[C@]2(CCCCO2)O1,17,1.9,/,0,/,0.2,17,18,0
Cc1ccc(CNC(=O)COC(=O)CSc2cc(C)c(Br)cc2C)cc1,1,0.8,0.2,0,-5,0.6,9,13,-2
O=C(CSc1nnc(C2CC2)n1-c1ccccc1)NCCc1ccc(F)cc1,3,1.5,-1.0,2,-7,-0.3,23,16,-3
COc1ccc(OCC(=O)Nc2ccccc2-c2ccccc2)cc1,14,-7.1,-1.1,-1,-6,3.2,3,15,4
CC(C)COc1ccc(C(=O)N/C(=C\c2cccc([N+](=O)[O-])c2)C(=O)O)cc1,4,1.7,0.7,-3,-4,0.4,8,19,-2
COc1cc(/C=N/NC(=O)CCNC(=O)c2ccccc2Cl)ccc1O,-6,0.1,0.9,5,-4,1.7,9,-19,8
COc1cccc(OC)c1CC1SC(=O)NC1=O (stereo unspecified),5,0.3,0.7,-1,-8,0.3,-1,14,-3
CCn1c(-c2cc(Cl)ccc2OC)n[nH]c1=S,-3,0.2,0.3,-13,2,0.7,6,5,7
COc1ccc(C2C(C#N)=C(N)OC3=C2C(=O)CC(C)(C)C3)cc1Cn1nc(C)c([N+](=O)[O-])c1C (stereo unspecified),1,0.9,-0.7,1,-9,-0.2,2,18,2
CSC(=S)N(C)C1CCS(=O)(=O)C1 (stereo unspecified),2,2.5,-0.1,-3,1,-0.1,9,12,-1
CCC(C)n1c(-c2ccco2)nc2nc3ccccc3nc21 (stereo unspecified),28,-1.8,0.4,/,2,-0.1,/,34,10
CCOC(=O)COc1ccccc1-c1ccno1,4,0.1,0.8,0,-8,0.1,4,0,0
Cn1nc(-c2ccccc2)c(CSc2cccc(Cl)c2)c1Cl,-22,-7.8,0.6,-2,-6,-1.1,8,-40,-3
COc1ccc(S(=O)(=O)N2CCC(C(=O)N3CCOCC3)CC2)cc1,-8,2.0,0.4,-1,-5,0.1,9,28,2
CN(Cc1ccccc1)c1ccc(S(=O)(=O)N2CCOCC2)cn1,22,0.5,-0.1,2,-7,-1.3,21,-6,-2
Cc1cccc(N=C(N2CCOCC2)P(=O)(N2CCOCC2)N2CCOCC2)c1,2,-1.6,1.6,0,6,-0.1,3,20,-1
# Later entries:
SMILES,Hck Nef HTS,TNF necrop inh,PERK inhibitor,Runt-CBFb FRET,RBBP9 inhibitor,L929 necroptosis,PGE2 EP2 inh,EP2 mod,Runt-SMMHC FRET
CCCn1c(C)cc(C(=O)COC(=O)c2ccc(Cl)c(S(=O)(=O)N3CCCC3)c2)c1C,-1,0.0,-0.3,1,-15,2.0,10,5,5
Cc1ccc(S(=O)(=O)N2CCC(=O)N(C(COCc3cccc(Cl)c3)C(C)C)CC2)cc1 (stereo unspecified),-1,1.6,0.0,-6,-9,2.3,6,30,1
CCCCC(=O)NC(NC(=O)CCCC)c1ccc(OCCC)c(OC)c1,-12,1.1,0.8,-3,-9,0.5,8,12,1
CCOC(=O)N1CCN(C(=O)CS(=O)(=O)c2cn(Cc3ccc(F)cc3)c3ccccc23)CC1,31,0.3,/,-1,/,0.1,11,-1,0
Cc1ccc(-n2ncc(C(=O)Nc3cc(Cl)ccc3Cl)c2C2CCNCC2)cc1,-2,0.3,-0.4,-1,-4,-0.2,0,-16,1
Cc1cccc(OCCNC(=S)NC(=O)c2cccnc2)c1,10,0.5,-0.3,-3,-7,-0.2,10,-68,0
Nc1ccccc1S(=O)(=O)NC1=NCCCCC1,4,0.8,0.9,0,-5,0.0,4,8,1

# Shown with tabs: entries from further up.
Molecule	Hck Nef HTS	TNF necrop inh	PERK inhibitor	Runt-CBFb FRET	RBBP9 inhibitor	L929 necroptosis	PGE2 EP2 inh	EP2 mod	Runt-SMMHC FRET
COc1cc(C(=O)Nc2sc3c(c2C(=O)NCc2ccco2)CCCC3)cc(OC)c1OC	4	-4.5	-0.8	-3	2	-1.2	8	43	-3
CC(=O)c1cccc(NC(=O)COc2nsnc2N2CCOCC2)c1	5	-1.2	-1.1	-1	9	1.6	10	4	-3

# Screens: PubChem, several laboratories
